Screens (PubChem BioAssay)
ADAM10 inh: inhibits human ADAM10. recombinant ADAM10, EDANS/DABCYL FRET peptide cleavage, 3 h. O14672. AID 720582. inhibition, % at 7 µM. 0.62% of 370,000 active;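 active = inhibition above a per-campaign cutoff equal to the mean of compounds falling between control-based bounds plus 3 SD, cut at about 20% in these data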;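 note: 0% = DMSO wells while the 100% control is not disclosed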
Tn6 DDE FP: inhibitors of Tn6 peptide binding to human fibrin DD(E); P02675; Fibrin DD(E) TRITC-Tn6 fluorescence polarization displacement; inhibition, % at 8.3 µM; 0.21% of 370,000 active;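 active = inhibition above a per-campaign cutoff: mean of compounds within control limits plus 3 SD, cut at about 15% in these data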;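 note: 0% = median of all compound wells on the plate and 100% = blocking peptide control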
SIAE primary: blocks human sialic acid acetylesterase; Q9HAT2; SIAE FP-Rh probe binding, fluorescence polarization; inhibition, % at 9.66 µM; 0.69% of 370,000 active; AID 1053197;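 active = inhibition above a cutoff: mean of compounds within the control limits plus 3 SD of those, cut at about 17% in these data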;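 note: 0% = plate median of compound wells and 100% = probe without SIAE protein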
Tn7 DDE FP: disrupts Tn7 cyclic peptide binding to fibrin D-Dimer-E complex; FP displacement of FITC-Tn7 peptide from fibrin DD(E); 0% = median of compound wells per plate; inhibition, % at 8.3 µM; 0.13% of 370,000 active; AID 720508;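 active = inhibition above the mean of compounds falling within the control limits plus 3 SD of them, cut at about 14% in these data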;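 note: 0% = plate median of compound wells and 100% = 10 µM Aha-Tn7 peptide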
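Assay system: Human clot-derived fibrin DD(E) complex | Buffer or medium: Tris/NaCl/CaCl2 buffer, pH 7.8 | Repeats: One replicate per compound | Benchmarks: Aha-Tn7 high control | Measure: % inhibition scaled between sample-field median and high-control FP | Schedule: 10 min plus 3 h, room temperature | Signal: Fluorescence polarization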
ADAM17 inh: inhibitors of human ADAM17 | P78536 | recombinant ADAM17, EDANS/DABCYL FRET peptide cleavage | inhibition, % at 6.95 µM | 0.83% of 370,000 active | AID 720648;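 active = inhibition above the mean of compounds lying between control limits plus 3 SD, set per campaign, cut at about 8.5% in these data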;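 note: 0% = DMSO-only wells as the low control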
PLCg1 inh: PLC-gamma1 (human) inhibition, primary screen | P19174 | purified PLC-gamma1, fluorogenic substrate, fluorescence | inhibition, % at 12.2 µM | 0.84% of 370,000 active | AID 720700; in the data active = inhibition above about 9.5%
Target sequence (P19174 whole entry, looked up): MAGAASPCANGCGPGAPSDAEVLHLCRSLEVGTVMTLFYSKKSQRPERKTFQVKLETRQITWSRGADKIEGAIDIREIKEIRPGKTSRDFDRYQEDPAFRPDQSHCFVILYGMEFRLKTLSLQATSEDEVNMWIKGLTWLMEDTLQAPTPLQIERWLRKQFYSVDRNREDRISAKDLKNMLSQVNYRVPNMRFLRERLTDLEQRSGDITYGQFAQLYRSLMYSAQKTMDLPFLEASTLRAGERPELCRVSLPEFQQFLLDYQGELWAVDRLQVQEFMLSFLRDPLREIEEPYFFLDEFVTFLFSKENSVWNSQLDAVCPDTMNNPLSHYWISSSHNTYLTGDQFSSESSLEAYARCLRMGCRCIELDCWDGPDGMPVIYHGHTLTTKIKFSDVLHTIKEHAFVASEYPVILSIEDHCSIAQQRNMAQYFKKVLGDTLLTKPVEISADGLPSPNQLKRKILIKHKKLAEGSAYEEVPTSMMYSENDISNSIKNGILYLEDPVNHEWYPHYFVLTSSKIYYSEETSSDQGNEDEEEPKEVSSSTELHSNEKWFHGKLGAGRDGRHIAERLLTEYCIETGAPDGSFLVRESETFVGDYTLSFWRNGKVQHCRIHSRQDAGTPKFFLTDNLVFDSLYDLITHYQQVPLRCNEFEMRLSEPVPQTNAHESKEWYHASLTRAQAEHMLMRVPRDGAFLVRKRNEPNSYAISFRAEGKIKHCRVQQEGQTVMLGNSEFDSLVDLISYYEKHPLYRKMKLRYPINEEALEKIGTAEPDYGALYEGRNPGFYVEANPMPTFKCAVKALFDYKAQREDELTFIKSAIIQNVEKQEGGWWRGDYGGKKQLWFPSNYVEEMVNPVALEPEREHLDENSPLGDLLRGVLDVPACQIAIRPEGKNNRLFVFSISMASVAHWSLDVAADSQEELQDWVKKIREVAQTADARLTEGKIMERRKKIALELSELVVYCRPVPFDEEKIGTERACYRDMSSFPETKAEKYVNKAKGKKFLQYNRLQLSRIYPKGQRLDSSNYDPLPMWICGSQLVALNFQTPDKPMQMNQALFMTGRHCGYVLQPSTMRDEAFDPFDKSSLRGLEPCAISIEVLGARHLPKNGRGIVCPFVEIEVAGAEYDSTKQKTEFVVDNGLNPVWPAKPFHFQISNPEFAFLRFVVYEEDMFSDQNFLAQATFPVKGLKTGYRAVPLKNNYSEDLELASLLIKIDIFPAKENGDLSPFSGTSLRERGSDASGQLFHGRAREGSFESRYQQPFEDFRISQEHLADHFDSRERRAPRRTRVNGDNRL
PLC-beta3 inh: PLC-beta3 (human) inhibition, primary screen; Q01970; Purified PLC-beta3, fluorogenic substrate, fluorescence; inhibition, % at 12.2 µM; 0.18% of 370,000 active; AID 720704; in the data active = inhibition above about 11%;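 note: 0% = median of compound wells on plate and 100% = full blocker control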
ARFGAP1 inh: inhibits rat ARF GTPase activating protein 1. Q62848. Arfgap1-stimulated ARF1 GTP hydrolysis, GDP FP detection. inhibition, % at 16.5 µM. 0.26% of 360,000 active. AID 651572;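 active = inhibition above a per-plate limit, mean inhibition of low control wells plus 3 SD, cut at about 25% in these data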;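 note: 0% = DMSO wells with enzyme and 100% = wells lacking Arfgap1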
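System: truncated rat Arfgap1 GAP domain / Benchmarks: high control wells lacking Arfgap1, low control full reaction with DMSO / Times: compound-enzyme preincubation 20 min, reaction 120 min, detection 60 min, 25 °C / Repeats: one replicate per compound / Also added: human ARF1(Δ1-17)-GTP substrate / Measured by: Tracer-displacement fluorescence polarization with EDTA stop, 620/688 nm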
ASAP1 GAP inh: ASAP1 ArfGAP inhibition | Q9ULH1 | ASAP1-stimulated ARF1 GTP hydrolysis, GDP FP detection | inhibition, % at 16.5 µM | 0.19% of 360,000 active | AID 624377; in the data active = inhibition above about 25%;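 note: 0% = vehicle with enzyme and substrate and 100% = no enzyme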
TDP2 inh: blocks human TDP2 phosphodiesterase activity; O95551; recombinant TDP2, T5PNP hydrolysis, p-nitrophenol absorbance 415 nm; inhibition, % at 12.8 µM; 0.34% of 370,000 active;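 active = inhibition above the mean of all tested compounds plus 3 SD, set per campaign, cut at about 25% in these data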;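 note: 0% = DMSO with enzyme and 100% = buffer with substrate but no TDP2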
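Test system: Human TDP2 enzyme | Reagent: 5 mM T5PNP | Compound dosing: 12.8 µM single point, 1% DMSO | Incubation: Enzyme reaction with compound for 2 h at 37 °C | Technique: p-Nitrophenol epi absorbance | Read-out: % inhibition relative to enzyme-containing and enzyme-free wells | Benchmarks: High control without enzyme, low control DMSO plus TDP2 | Replicates: Singlicate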
* = called active by the depositor; i = inactive. An unsorted share of the library; any-hit rate near 3.6%.

SMILES	ADAM10 inh	Tn6 DDE FP	SIAE primary	Tn7 DDE FP	ADAM17 inh	PLCg1 inh	PLC-beta3 inh	ARFGAP1 inh	ASAP1 GAP inh	TDP2 inh
O=C1CN(C(=O)c2ccc(Cl)nc2)c2ccccc2N1	-7	-3	8	-9	-2	-1	-2	-6	-2	-1
COc1cc(OC)c(C#N)c(S(=O)Cc2ccccc2)c1 (configuration not stated)	4	-6	2	6	-6	1	4	6	-4	1
O=C(CNC(=O)c1ccc(Br)o1)NCc1cccc(Cl)c1	4	-4	9	0	-1	2	-7	3	-6	17
C[C@@H]1CCCCO[C@@H](CN(C)C(=O)CCC(F)(F)F)[C@@H](C)CN([C@H](C)CO)C(=O)c2cc(NS(=O)(=O)c3cccs3)ccc2O1	7	9	-2	0	3	5	0	0	-12	2
Cc1ccc(C(=O)NC(C)c2ccc(-n3ccnc3)cc2)o1 (configuration not stated)	-10	1	-2	4	-3	0	-6	5	-12	8
COc1ccc(C)cc1NC(=O)NCCC1=CCCCC1	4	1	2	3	4	7	3	23	6	-12
CCC(=O)Nc1ccc(Cl)c(NC(=O)c2c(OC)cccc2OC)c1	2	1	4	6	0	-3	1	-9	-11	-4
CCc1nc(C)c(C#N)c2cc(OC)c(OC)cc12	-17	7	0	-3	-5	-3	-4	14	-15	4
O=C1Nc2ccccc2C(=O)N2[C@H](c3ccc(F)cc3)[C@@H]3C(=O)N(Cc4ccccc4)C(=O)[C@@H]3[C@H]12	-1	0	3	-1	-2	1	2	11	4	6
COc1ccc(C2/C(=C(/O)c3ccc(Br)cc3)C(=O)C(=O)N2C)cc1OC (configuration not stated)	3	-5	0	6	1	-5	-14	-4	9	-2
CC(CCc1ccccc1)NC(=O)COC(=O)C1CCC(C(C)(C)C)CC1 (configuration not stated)	0	0	4	-4	0	3	1	-10	21	-1
O=C(Cn1c(=O)c2ccccc2n(CC(=O)N2CCCCC2)c1=O)N1CCCCC1	7	-7	-6	1	6	7	2	1	-2	-17
CN1C(=S)SC(/[N+]([O-])=C\c2ccco2)C1(C)C (configuration not stated)	12	5	1	-1	0	4	4	-12	-4	-3
COc1ccc(N2CC(C(=O)Nc3ccc(S(=O)(=O)N4CCOCC4)cc3)CC2=O)cc1 (configuration not stated)	1	-1	6	1	-1	3	2	2	5	5
O=C(N/N=C/c1cccc([N+](=O)[O-])c1)c1cccc(Br)c1	-3	4	-2	2	-1	-8	-1	0	-4	9
O=C(COc1cccc(C(F)(F)F)c1)Nc1ccc(S(=O)(=O)N2CCCC2)cc1	17	-5	-14	4	2	1	0	1	1	8
CCOC(=O)c1nc2ccccc2c(C)c1C	-7	-6	2	4	-20	0	-9	-1	7	9
Cc1ccccc1NC(=O)N1CCN(S(=O)(=O)c2ccccc2)CC1	9	1	4	0	0	3	3	6	2	1
COc1ccccc1OCC(=O)NNC(=O)C1CCN(c2ncnc3sc(C)c(C)c23)CC1	7	0	-5	0	2	-4	-1	0	-8	-4
O=C(NCCc1ccccc1)c1ccc(=O)oc1	-23	-5	7	1	-8	1	1	8	-7	1
C=CCN1C(=O)C(=O)N(CC(=O)c2ccc3c(c2)CCCC3)C1=O	-3	2	9	1	-3	-3	-6	-4	-6	7
CC(C)CC(c1nnnn1C1CCCC1)N1CCN(c2ccccc2F)CC1 (configuration not stated)	-2	-2	-5	0	-4	2	1	1	5	2
CCCCn1c(=O)n(CC(=O)Nc2c(CC)cccc2CC)c(=O)c2c1nc(CO)n2CCC	-3	-3	3	-5	-2	2	4	1	9	-6
CCOc1ccc(N2C(=O)S/C(=C\c3ccc(O)c(OC)c3)C2=O)cc1	0	-2	6	-6	-1	-45	-75	-20	-11	20
CCOC(=O)N1CCN(S(=O)(=O)N2CCCC(C(=O)NC(C)c3ccccc3)C2)CC1 (configuration not stated)	-1	-8	6	2	-2	4	0	-1	15	2
SMILES	ADAM10 inh	Tn6 DDE FP	SIAE primary	Tn7 DDE FP	ADAM17 inh	PLCg1 inh	PLC-beta3 inh	ARFGAP1 inh	ASAP1 GAP inh	TDP2 inh
NC(=O)c1nsc(C(=O)N(c2ccccc2)C(C(=O)NCC2CCCO2)c2ccc3ncccc3c2)c1N (configuration not stated)	i	-2	-5	4	-348	-328	-477	7	-3	-19
CCOC(=O)c1c(O)cc(C)cc1Nc1ccccc1	-6	-13	-2	9	-12	-22	-40	-12	10	-8
CC1CCC(NC(=O)C(NC(=O)c2ccccc2)C(C)C)CC1 (configuration not stated)	1	0	0	7	2	-1	3	0	-8	10
CCOC(=O)[C@@H]1[C@H]2COc3ccccc3[C@H]2N2C(=O)N(c3cccc(F)c3)C(=O)[C@]12C	3	-11	4	-5	-1	-1	2	2	-9	5
Cc1cn([C@H]2C[C@H](O)[C@@H](CNCc3cc(Cl)ccc3OCc3ccc(Cl)cc3)O2)c(=O)[nH]c1=O	-9	2	7	1	-3	-3	2	-7	15	-6
COCCNC(=O)CNS(=O)(=O)c1ccc2nc(C)sc2c1	3	-2	5	5	-2	2	2	1	-8	6
Cc1ccccc1NC(=O)C1CCN(C(=O)N2CCOc3ccccc32)CC1	-3	0	1	2	0	0	1	5	6	-5
COc1cccc(/C=N/n2c(-c3ccco3)nc3ccccc3c2=O)c1	4	3	-5	4	-4	-5	-6	-17	-7	-1
Cc1ccc2cc(CN(Cc3ccco3)S(=O)(=O)c3c(C)ccc4nsnc34)c(=O)[nH]c2c1	-2	-4	6	5	-6	-7	-10	-12	0	7
COc1ccc(C(=O)N2CCC(C)(C(=O)O)C2)cc1OC (configuration not stated)	-2	5	1	-3	2	3	6	19	-7	3
COc1ccccc1Cc1c(-c2cccc(Br)c2)nc2c(C)cc(Br)cn12	-3	0	-8	2	-2	-2	-7	-10	-7	7
CS(=O)(=O)c1cccc(C(=O)N(CCc2ccccc2)Cc2cccs2)c1	4	5	7	-6	2	2	-7	-3	5	-8
N#CCCN(CCN1CCCC1)S(=O)(=O)c1ccc(-c2ccc([N+](=O)[O-])cc2)cc1	-2	5	2	-1	-4	0	-1	16	3	-2
Cc1ccc(S(=O)(=O)N(Cc2n[nH]c(=S)n2-c2ccccc2)c2cccc(Cl)c2)cc1	8	2	2	-7	2	1	2	2	4	5
NNC(=O)C(=O)Nc1ccc(Cl)c(Cl)c1	0	-4	7	-5	-1	-1	-6	6	-1	5
N/C(Cc1nc(-c2ccc(Br)cc2)cs1)=N\O	-5	7	9	2	-3	2	-10	-3	-1	6
Cc1ccc(S(=O)(=O)N/N=C\c2ccc([N+](=O)[O-])o2)cc1	1	-7	0	-1	-3	-4	-3	1	-2	4
CCOC(=O)c1cc(S(=O)(=O)N2CCCC2)cn1C	0	-2	-1	1	-3	0	-6	-1	-4	-3
N#Cc1ccccc1S(=O)(=O)N1CCN(C(=O)[C@@H]2CCCN2C(=O)c2cccs2)CC1	-25	-6	-3	6	-2	2	-10	11	16	1
O=C1c2cccc(-c3ccc(C(F)(F)F)cc3)c2C2CCCCN12 (configuration not stated)	6	-10	0	-4	0	1	1	12	-4	-1
Cc1cc(F)ccc1S(=O)(=O)N1CCCOC1CNC(=O)C(=O)NCc1ccc2c(c1)OCO2 (configuration not stated)	7	-3	-2	0	-3	0	-3	7	-7	13
CCOCCCNc1nc2c(c(=O)[nH]c(=O)n2C)n1CCCc1ccccc1	-12	5	5	3	-4	-2	1	-1	-13	-5
OC[C@H]1O[C@@H](c2nc(-c3nc(-c4ccc(F)cc4)no3)cs2)[C@H](O)[C@@H]1O	-25	-6	3	-3	-2	3	-3	3	-6	1
Cc1nn(-c2ccccc2)c(Cl)c1C(=O)NCC(C)C	7	3	3	0	-2	3	0	0	-1	-1
COc1ccc(-n2nc([N+](=O)[O-])c(=NCc3ccc4c(c3)OCO4)n2O)cc1	1	6	2	2	3	2	0	0	3	-2

Five entries from above, reformatted:
| Structure | ADAM10 inh | Tn6 DDE FP | SIAE primary | Tn7 DDE FP | ADAM17 inh | PLCg1 inh | PLC-beta3 inh | ARFGAP1 inh | ASAP1 GAP inh | TDP2 inh |
| --- | --- | --- | --- | --- | --- | --- | --- | --- | --- | --- |
| COc1ccc(C(=O)N2CCC(C)(C(=O)O)C2)cc1OC (configuration not stated) | -2 | 5 | 1 | -3 | 2 | 3 | 6 | 19 | -7 | 3 |
| COc1ccccc1Cc1c(-c2cccc(Br)c2)nc2c(C)cc(Br)cn12 | -3 | 0 | -8 | 2 | -2 | -2 | -7 | -10 | -7 | 7 |
| CS(=O)(=O)c1cccc(C(=O)N(CCc2ccccc2)Cc2cccs2)c1 | 4 | 5 | 7 | -6 | 2 | 2 | -7 | -3 | 5 | -8 |
| N#CCCN(CCN1CCCC1)S(=O)(=O)c1ccc(-c2ccc([N+](=O)[O-])cc2)cc1 | -2 | 5 | 2 | -1 | -4 | 0 | -1 | 16 | 3 | -2 |
| Cc1ccc(S(=O)(=O)N(Cc2n[nH]c(=S)n2-c2ccccc2)c2cccc(Cl)c2)cc1 | 8 | 2 | 2 | -7 | 2 | 1 | 2 | 2 | 4 | 5 |

The results go on:
SMILES	ADAM10 inh	Tn6 DDE FP	SIAE primary	Tn7 DDE FP	ADAM17 inh	PLCg1 inh	PLC-beta3 inh	ARFGAP1 inh	ASAP1 GAP inh	TDP2 inh
CN1C(=O)c2ccccc2C(C(=O)O)C1c1cn(C)c2ccccc12 (configuration not stated)	7	-1	4	-6	-2	-4	-4	-10	-7	0
Cc1nn(C(=O)C(C)N2C(=O)c3ccccc3C2=O)c(C)c1Br (configuration not stated)	8	7	1	-4	0	5	7	15	-8	3
CCCn1c(Nc2ccccc2C)nc2ccccc21	-6	-5	37*	2	-5	-2	-2	9	-1	-2
O=C(Nc1ccc2c(c1)OCO2)c1ccc2c(c1)S(=O)(=O)c1ccccc1C2=O	-1	1	-1	-7	-2	1	-1	-4	5	-1
Cc1ccc(OCCC(=O)OCC(=O)Nc2cc(C)cc(C)c2)cc1	3	-7	0	5	-3	2	-7	6	12	5
Cc1cc(C)c(NC(=O)Cn2nnc(C(=O)Nc3ccc(F)cc3F)c2N)c(C)c1	-1	-1	-1	3	-1	2	-3	4	4	14
CN(C)C(=O)CSc1n[nH]c(=O)n1CCc1ccccc1	6	4	-2	-12	2	5	-3	1	4	-14
CCc1nc(SCC(=O)N2CCCC2)c2ccccc2n1	0	1	-3	-2	1	2	1	6	-9	-7
COc1ccc(NC(=O)CSc2nnc(N)n2CC(=O)Nc2ccc(OC)cc2)cc1	3	0	-7	2	-4	-3	3	5	-7	-2
CCc1ccc(NSc2ccccc2[N+](=O)[O-])cc1	20*	1	8	-1	8	-1	1	1	11	6
Cc1csc(NC(=O)C2CCCN(S(=O)(=O)c3cccnc3)C2)n1 (configuration not stated)	-5	1	0	8	1	-1	0	-3	10	2
O=C(CSc1nnc2ccccn12)Nc1ccc(S(=O)(=O)N2CCOCC2)cc1	6	4	-5	8	-2	0	-6	4	-5	-5
